# Bioassay records deposited in PubChem by Broad Institute.
# IDH1 mut inh: blocks human IDH1 R132H reductase activity. O75874. diaphorase/resazurin fluorescence, 60 min. inhibition, % at 10 µM. 0.18% of 70,000 active. AID 624101; in the data active means inhibition above about 34%;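 further: 0% = DMSO and 100% = no enzyme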
# EZH2 inh: blocks human EZH2/PRC2 H3K27 methylation. Q15910. DELFIA TRF, 1 h. inhibition, % at 12.5 µM. 0.35% of 57,000 active;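 active means mean inhibition of replicates at least 50% and every single replicate also reaching 50%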;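 further: dimethyl H3K27 on biotinylated H3 21-44 peptide detected by antibody; plate controls were median neutral control wells for no effect and median positive control wells for full effect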
# Target sequence (Q15910 whole entry, looked up): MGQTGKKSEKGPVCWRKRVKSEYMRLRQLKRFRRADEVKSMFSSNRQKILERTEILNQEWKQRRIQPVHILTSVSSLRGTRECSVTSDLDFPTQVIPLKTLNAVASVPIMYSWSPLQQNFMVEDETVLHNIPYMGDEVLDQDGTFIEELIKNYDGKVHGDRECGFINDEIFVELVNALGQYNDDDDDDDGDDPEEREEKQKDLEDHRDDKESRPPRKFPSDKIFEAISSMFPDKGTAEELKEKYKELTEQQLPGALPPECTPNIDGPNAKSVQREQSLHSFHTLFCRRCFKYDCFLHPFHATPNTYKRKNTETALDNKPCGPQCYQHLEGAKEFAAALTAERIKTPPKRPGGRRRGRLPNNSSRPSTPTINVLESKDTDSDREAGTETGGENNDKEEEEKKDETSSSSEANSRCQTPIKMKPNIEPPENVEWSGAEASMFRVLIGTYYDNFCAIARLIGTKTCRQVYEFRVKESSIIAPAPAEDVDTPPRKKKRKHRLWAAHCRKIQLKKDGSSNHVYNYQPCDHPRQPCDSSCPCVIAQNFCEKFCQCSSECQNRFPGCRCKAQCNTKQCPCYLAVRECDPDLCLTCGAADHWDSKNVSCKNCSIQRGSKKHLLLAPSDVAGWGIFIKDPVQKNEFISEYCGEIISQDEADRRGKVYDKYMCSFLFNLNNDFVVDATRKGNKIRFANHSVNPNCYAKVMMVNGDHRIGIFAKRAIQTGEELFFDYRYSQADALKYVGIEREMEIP
# Numbers without * were called inactive; / = not tested or not shown; & = joins results of further samples.
# The line under a structure holds: IDH1 mut inh, EZH2 inh
> COc1ccc(COC[C@]23N=C4Sc5ccc([N+](=O)[O-])cc5C(=O)N4[C@H](c4ccccc4O2)[C@H]3CO)cc1
 : /, 6
> COC(=O)CCCCCCC(=O)N/N=C/C[C@@H](C)CCC=C(C)C
 : /, 37
> O=C(CCc1nc(-c2ccc(Cl)cc2)no1)NC1CCCCC1
 : -0.1, 0
> C[C@@H]1CN([C@H](C)CO)C(=O)c2cc(NS(=O)(=O)c3ccc(F)cc3)ccc2O[C@@H](C)CCCCO[C@H]1CN(C)Cc1ccccc1
 : 1.2, /
> CNC[C@@H]1Oc2c(NC(=O)C3CCCCC3)cccc2C(=O)N([C@H](C)CO)C[C@H]1C
 : 0.1, -12
> C[C@H](CO)N1C[C@H](C)[C@H](CN(C)C)Oc2cc(C#CC3CCCC3)ccc2S1(=O)=O
 : 0.1, /
> Cc1ccc(S(=O)(=O)NCC[C@@H]2CC[C@@H](NC(=O)CC3CC3)[C@H](CO)O2)cc1
 : 0.2, -12
> CC(C)CC#Cc1cnc2c(c1)C(=O)N([C@@H](C)CO)C[C@H](C)[C@@H](CN(C)C(=O)c1ccccc1)O2
 : -0.1, -4
> COC(=O)C(C)Sc1nc2c([nH]c3ccccc32)c(=O)n1C (stereo not given)
 : -0.4, 5
> Cn1c(CSc2cc(C(F)(F)F)nc3ccccc23)n[nH]c1=S
 : 0.2, 7

# Whole records as entered above. Order of values: IDH1 mut inh | EZH2 inh
# O=C(CCc1nc(-c2ccc(Cl)cc2)no1)NC1CCCCC1 reads -0.1 | 0
# COC(=O)CCCCCCC(=O)N/N=C/C[C@@H](C)CCC=C(C)C reads / | 37
# CNC[C@@H]1Oc2c(NC(=O)C3CCCCC3)cccc2C(=O)N([C@H](C)CO)C[C@H]1C reads 0.1 | -12

# (cont.)
# The line under a structure holds: IDH1 mut inh, EZH2 inh
> C/C=C/c1cnc2c(c1)C(=O)N([C@@H](C)CO)C[C@@H](C)[C@@H](CN(C)C(=O)Nc1ccc(F)cc1)O2
 : -2.8, 21
> COC(=O)C(CC#Cc1ccc2c(c1)[C@]1(C(=O)N2)[C@H](c2ccc(O)cc2)N2[C@H](c3ccccc3)[C@H](c3ccccc3)OC(=O)[C@H]2[C@@H]1C(=O)N1CCN(c2ncccn2)CC1)C(=O)OC
 : /, -22
> OC(c1cc(C(F)(F)F)nc2c(C(F)(F)F)cccc12)C1CCCCN1 (stereo not given)
 : -0.7, /
> C[C@H]1CN([C@@H](C)CO)C(=O)c2cc(NC(=O)Nc3ccccc3)ccc2O[C@H]1CN(C)S(=O)(=O)c1cccs1
 : 0.5, /
> C[C@@H]1CN([C@H](C)CO)S(=O)(=O)c2ccc(Br)cc2O[C@H]1CN(C)C(=O)C1CC1
 : 4.4, 5&5
> C[C@@H]1CN([C@@H](C)CO)S(=O)(=O)c2ccc(-c3ccc(C(=O)N(C)C)cc3)cc2O[C@@H]1CN(C)C
 : 3.7, 17
> O=C(Cc1ccccn1)N[C@H]1CC[C@@H](CCn2cc(-c3ccccc3)nn2)O[C@@H]1CO
 : 3.8, 8
> C/C=C/c1cnc2c(c1)C(=O)N([C@@H](C)CO)C[C@H](C)[C@H](CN(C)S(=O)(=O)c1ccccc1F)O2
 : 4.3, -6
> CCN(CC(=O)O)S(=O)(=O)c1ccc(Br)cc1
 : 0.2, 4
> O=C(C[C@H]1CC[C@H](NC(=O)Nc2ccc(C(F)(F)F)cc2)[C@@H](CO)O1)NCCN1CCCC1
 : -0.1, -2
> CC(C)NC(=O)Nc1ccc2c(c1)C(=O)N([C@@H](C)CO)C[C@H](C)[C@H](CN(C)C(=O)Nc1ccccc1)OCCCC[C@@H](C)O2
 : 2.6, -7
> CCCNC(=O)C[C@H]1C[C@@H]2c3cc(NC(=O)c4ccc5c(c4)OCO5)ccc3O[C@@H]2[C@H](CO)O1
 : -0.3, -12
> O=C(Nc1ccccc1C(=O)Nc1ccccc1C(=O)NCc1ccco1)c1ccco1
 : 0.0, -2
> O=C(C[C@H]1CC[C@H](NC(=O)Nc2ccccc2F)[C@@H](CO)O1)NCc1ccccc1
 : 0.0, 5
> C[C@H](CO)N1C[C@H](C)[C@@H](CN(C)Cc2ccc(O)cc2)OCc2cn(nn2)CCCC1=O
 : 1.5, -2
> C[C@@H]1CCCCO[C@H](CN(C)C(=O)c2ccncc2)[C@@H](C)CN([C@H](C)CO)C(=O)c2cc(N(C)C)ccc2O1
 : -0.6, -11
> COCC(=O)N1C[C@H](C)[C@H](OC)CN(C)C(=O)c2cc(NC(=O)Nc3ccccc3)ccc2OC[C@@H]1C
 : 0.3, 9
> COc1ccc(C)cc1NC(=O)CN(c1cc(Cl)ccc1OC)S(C)(=O)=O
 : -0.5, -12
> O=C(C[C@H]1C[C@H]2c3cc(NC(=O)NC4CCCC4)ccc3O[C@H]2[C@@H](CO)O1)NCc1ccncc1
 : -0.2, -2
> Cc1ccc(-n2c(SCC(=O)Nc3ccc(F)c(F)c3)nnc2-c2cnccn2)cc1
 : 0.1, 0

# Random excerpt: three entries already listed.
# The line under a structure holds: IDH1 mut inh, EZH2 inh
> COCC(=O)N1C[C@H](C)[C@H](OC)CN(C)C(=O)c2cc(NC(=O)Nc3ccccc3)ccc2OC[C@@H]1C
 : 0.3, 9
> CCCNC(=O)C[C@H]1C[C@@H]2c3cc(NC(=O)c4ccc5c(c4)OCO5)ccc3O[C@@H]2[C@H](CO)O1
 : -0.3, -12
> C[C@@H]1CCCCO[C@H](CN(C)C(=O)c2ccncc2)[C@@H](C)CN([C@H](C)CO)C(=O)c2cc(N(C)C)ccc2O1
 : -0.6, -11

# New compounds follow.
# The line under a structure holds: IDH1 mut inh, EZH2 inh
> CO[C@@H]1CN(C)C(=O)c2ccc(NC(=O)NC3CCCCC3)cc2OC[C@@H](C)NC[C@H]1C
 : 0.1, -6
> Cc1noc(C)c1S(=O)(=O)N(C)C[C@H]1Oc2ccc(NC(=O)Nc3cccc4ccccc34)cc2CC(=O)N([C@H](C)CO)C[C@@H]1C
 : 1.4, /
> COc1cccc(S(=O)(=O)N(C)C[C@@H]2Oc3ncc(/C=C/c4ccccc4)cc3C(=O)N([C@H](C)CO)C[C@@H]2C)c1
 : 0.1, /
> C[C@@H]1CCCCO[C@H](CN(C)Cc2ccncc2)[C@H](C)CN([C@@H](C)CO)C(=O)c2cc(NS(=O)(=O)c3cn(C)cn3)ccc2O1
 : 4.7, /
> CCCC#Cc1cnc2c(c1)C(=O)N([C@@H](C)CO)C[C@H](C)[C@H](CN(C)C(=O)c1ccc(F)cc1)O2
 : 0.7, 15
> CCCC(=O)Nc1ccc2c(c1)OC[C@H](C)N(CCC)C[C@H](C)[C@@H](OC)CN(C)C2=O
 : 0.0, -8
> O=C(C[C@@H]1C[C@H]2c3cc(NC(=O)c4ccc5c(c4)OCO5)ccc3O[C@H]2[C@H](CO)O1)NCc1ccc(Oc2ccccc2)cc1
 : 0.5, -9
> C[C@@H]1CCCCO[C@H](CN(C)C(=O)c2ccncc2)[C@@H](C)CN([C@@H](C)CO)C(=O)c2cc(NC(=O)CCC(F)(F)F)ccc2O1
 : -0.4, /
> C[C@@H]1CN([C@@H](C)CO)S(=O)(=O)c2ccc(C3=CCCCC3)cc2O[C@H]1CN(C)C(=O)Nc1ccc2c(c1)OCO2
 : 1.5, -14
> COCC(=O)Nc1ccc2c(c1)C(=O)N(C)C[C@@H](OC)[C@H](C)CN(Cc1cc(F)ccc1F)[C@H](C)CO2
 : -0.2, -2
> CO[C@@H]1CN(C)C(=O)c2ccc(NC(=O)C3CCC3)cc2OC[C@@H](C)N(C)C[C@@H]1C
 : 0.1, 1
> COc1ccc(NC(=O)Nc2ccc3c(c2)C(=O)N([C@@H](C)CO)C[C@@H](C)[C@H](CN(C)C(=O)c2ccccc2)OCCCC[C@H](C)O3)cc1
 : 2.4, /
> CO[C@H]1CN(C)C(=O)c2cc(NS(=O)(=O)c3cn(C)cn3)ccc2OC[C@@H](C)N(Cc2cccc(F)c2)C[C@@H]1C
 : -0.6, 7
> Cc1noc(C)c1NC(=O)Nc1ccc2c(c1)C(=O)N([C@H](C)CO)C[C@@H](C)[C@H](CN(C)S(=O)(=O)c1ccc(Cl)cc1)O2
 : -1.3, /
> C[C@H]1CN([C@@H](C)CO)C(=O)c2cc(C#Cc3ccccc3F)cnc2O[C@H]1CN(C)C(=O)C1CCCCC1
 : -0.1, -5
> C[C@H]1CCCCO[C@H](CN(C)C(=O)Nc2ccc(F)cc2)[C@@H](C)CN([C@@H](C)CO)C(=O)c2cc(NC(=O)C3CCCCC3)ccc2O1
 : 3.2, /
> C[C@@H]1CN([C@H](C)CO)C(=O)c2cc(-c3cccc(C(=O)N(C)C)c3)cnc2O[C@H]1CN(C)S(=O)(=O)c1ccc(F)cc1
 : -7.7, 7
> CO[C@@H]1CN(C)C(=O)c2cc(NS(=O)(=O)c3cn(C)cn3)ccc2OC[C@H](C)N(Cc2cccc(F)c2)C[C@H]1C
 : 0.0, -5
> Cc1ccc(S(=O)(=O)N(C)C[C@H]2Oc3c(NC(=O)Nc4ccccc4)cccc3C(=O)N([C@@H](C)CO)C[C@H]2C)cc1
 : /, -25
> COc1ccc(S(=O)(=O)Nc2ccc3c(c2)C(=O)N([C@@H](C)CO)C[C@@H](C)[C@H](CN(C)Cc2ccc4c(c2)OCO4)O3)cc1
 : -1.6, /
> CC(C)NC(=O)N(C)C[C@@H]1Oc2c(NC(=O)C3CC3)cccc2C(=O)N([C@@H](C)CO)C[C@@H]1C
 : /, -1
> C[C@@H]1CN([C@@H](C)CO)C(=O)c2cc(NC(=O)CCCCCC(=O)Nc3ccccc3N)ccc2O[C@@H]1CN(C)S(=O)(=O)c1ccccc1
 : 0.9, -21
> O=C(C[C@H]1C[C@H]2c3cc(NC(=O)Nc4ccccc4)ccc3O[C@H]2[C@@H](CO)O1)NCc1ccccc1
 : 0.1, -4
> COc1ccc(CN(C)C[C@@H]2Oc3ccc(NC(=O)Cn4cnnn4)cc3C(=O)N([C@@H](C)CO)C[C@@H]2C)cc1
 : -0.1, -7
> C[C@@H]1CN([C@H](C)CO)C(=O)c2cc(-c3ccc(F)cc3)cnc2O[C@@H]1CN(C)C(=O)c1ccc(F)cc1
 : /, -5
> COC(=O)c1ccccc1NC(=O)C(C)NS(=O)(=O)c1ccc(Br)cc1 (stereo not given)
 : 0.4, -7
> CN(C)CCCn1cc(C2=C(c3c[nH]c4ccccc34)C(=O)NC2=O)c2ccccc21
 : -0.3, -30
> C[C@@H]1CCCCO[C@@H](CN(C)S(C)(=O)=O)[C@H](C)CN([C@H](C)CO)C(=O)c2cc(NS(=O)(=O)c3ccccc3)ccc2O1
 : -2.2, /
> O=C(C[C@@H]1C[C@H]2c3cc(NC(=O)c4cccnc4)ccc3O[C@H]2[C@@H](CO)O1)NCc1cc(F)ccc1F
 : -0.3, -5
> C[C@H](CO)N1C[C@H](C)[C@H](CN(C)Cc2ccncc2)Oc2ncc(C#CC3(O)CCCC3)cc2C1=O
 : -0.2, /
> CC(C)NC(=O)Nc1ccc2c(c1)C(=O)N([C@@H](C)CO)C[C@H](C)[C@@H](CN(C)C(=O)c1ccccc1)OCCCC[C@H](C)O2
 : /, 16
> CCCC#Cc1cnc2c(c1)C(=O)N([C@H](C)CO)C[C@H](C)[C@H](CN(C)C(=O)Nc1c(C)noc1C)O2
 : /, 3
> COc1cc(NC(=O)Cn2cnc3c2c(=O)n(C)c(=O)n3C)cc(OC)c1OC
 : 2.6, -13
> O=C(C[C@H]1C=C[C@H](NS(=O)(=O)c2ccccc2)[C@@H](CO)O1)N1CCc2ccccc2C1
 : 0.0, -1
> CCn1c(SCC(=O)Nc2c(F)cc(F)cc2Br)nnc1-c1ccccc1F
 : 0.1, -4
> COCCOC(=O)N1C(=O)[C@@]2(c3cc(C#CC4=CCCCC4)ccc31)[C@H](C(=O)N1CCc3cc(OC)c(OC)cc3C1)[C@H]1C(=O)O[C@H](c3ccccc3)[C@H](c3ccccc3)N1[C@@H]2c1ccc(O)cc1
 : /, -4
> COc1ccccc1-c1cn(CC[C@H]2CC[C@@H](NS(=O)(=O)c3ccccc3C)[C@@H](CO)O2)nn1
 : -0.9, 6
> C[C@H]1CN([C@@H](C)CO)C(=O)c2cccc(NC(=O)C3CCOCC3)c2O[C@@H]1CN(C)Cc1ccc(C(=O)Nc2ccccc2N)cc1
 : 0.2, 3
> CCS(=O)(=O)Nc1ccc2c(c1)C(=O)N(C)C[C@@H](OC)[C@@H](C)CN(C(=O)CN(C)C)[C@@H](C)CO2
 : -0.1, 8
> C[C@H](NC(=O)C[C@H]1C=C[C@H](NC(=O)C2CCC2)[C@H](CO)O1)c1ccccc1
 : 3.2, 3
> CC(CCc1ccccc1)N=c1c([N+](=O)[O-])nn(-c2ccccc2)n1O (stereo not given)
 : -0.3, 5
> CC(C)NC(=O)N(C)C[C@@H]1Oc2cc(-c3ccccc3F)ccc2S(=O)(=O)N([C@@H](C)CO)C[C@@H]1C
 : -0.9, -6
> CC(C)CC#Cc1cnc2c(c1)C(=O)N([C@@H](C)CO)C[C@H](C)[C@@H](CN(C)C(=O)C1CCCCC1)O2
 : -2.1, /
> C[C@@H]1CCCCO[C@@H](CN(C)C)[C@H](C)CN([C@H](C)CO)C(=O)c2cc(N(C)C)ccc2O1
 : -3.7, 3
> CN(C)CCCNC(=O)C[C@H]1CC[C@@H](NC(=O)Cc2cccnc2)[C@H](CO)O1
 : 0.1, 1
> CN(C)C(=O)C[C@H]1C[C@H]2c3cc(NC(=O)c4cccnc4)ccc3O[C@H]2[C@@H](CO)O1
 : 0.3, 4
> CC(C)(C)[S@@](=O)N1Cc2cc(C(=O)NCCc3ccncc3)nc(-c3cccc(-c4ccc(C#N)cc4)c3)c2[C@H]1CCO
 : 0.4, 50*
> CO[C@H]1CN(C)C(=O)c2ccc(NS(=O)(=O)c3ccccc3)cc2OC[C@H](C)N(Cc2cccnc2)C[C@H]1C
 : 0.1, 2
> C[C@@H]1CCCCO[C@@H](CN(C)S(=O)(=O)c2cccs2)[C@H](C)CN([C@H](C)CO)C(=O)c2cc(NC(=O)Nc3cccc4ccccc34)ccc2O1
 : 1.3, /

# This is a subset, so the mix of outcomes need not match the whole.
